High-throughput results from PubChem BioAssay.
ADAM17 inh: inhibitors of human ADAM17 | recombinant ADAM17, EDANS/DABCYL FRET peptide cleavage | AID 720648 | inhibition, % at 6.95 µM | hit rate 0.83% among 370,000 | P78536;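 active = inhibition above the mean of compounds lying between control limits plus 3 SD, set per campaign, cut at about 8.5% in these data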;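 also: 0% = DMSO-only wells as the low control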
DAX1 inh-1: NR0B1 (DAX1) inhibition; inhibition, % at 6.75 µM; hit rate 0.99% among 340,000; AID 504766; HEK293 Gal4-DAX1 luciferase reporter, luminescence;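 active = inhibition above the mean over all tested compounds plus 3 SD, cut at about 4.2% in these data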;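 also: 0% = DAX1-transfected cells with DMSO and 100% = empty-vector control cells with DMSO; inhibition shows as a rise in luminescence from relieved DAX1 repression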
Target sequence (P51843 207-470 limits assumed): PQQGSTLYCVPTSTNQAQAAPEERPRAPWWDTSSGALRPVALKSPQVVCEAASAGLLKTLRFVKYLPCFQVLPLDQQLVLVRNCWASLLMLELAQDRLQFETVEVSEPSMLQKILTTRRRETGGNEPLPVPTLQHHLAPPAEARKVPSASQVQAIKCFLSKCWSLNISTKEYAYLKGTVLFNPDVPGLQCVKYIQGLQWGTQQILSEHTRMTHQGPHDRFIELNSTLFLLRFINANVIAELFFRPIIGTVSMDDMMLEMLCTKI
hcDAF-12 act: H. contortus DAF-12 activation, primary screen; HEK293 hcDAF-12 lit1-tk-luc reporter, luminescence; 0% DMSO, 100% Δ7-dafachronic acid; hit rate 1.4% among 370,000; activation, % at 6.8 µM;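 active = activation above the mean of all tested compounds plus 3 SD, cut at about 5.5% in these data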;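 also: 100% = response to 3 µM Δ7-dafachronic acid high control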
ADAM10 inh: inhibits human ADAM10; recombinant ADAM10, EDANS/DABCYL FRET peptide cleavage, 3 h; inhibition, % at 7 µM; hit rate 0.62% among 370,000; AID 720582;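 active = inhibition above a per-campaign cutoff equal to the mean of compounds falling between control-based bounds plus 3 SD, cut at about 20% in these data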;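 also: 0% = DMSO wells while the 100% control is not disclosed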
Target sequence (O14672 214-748 limits assumed): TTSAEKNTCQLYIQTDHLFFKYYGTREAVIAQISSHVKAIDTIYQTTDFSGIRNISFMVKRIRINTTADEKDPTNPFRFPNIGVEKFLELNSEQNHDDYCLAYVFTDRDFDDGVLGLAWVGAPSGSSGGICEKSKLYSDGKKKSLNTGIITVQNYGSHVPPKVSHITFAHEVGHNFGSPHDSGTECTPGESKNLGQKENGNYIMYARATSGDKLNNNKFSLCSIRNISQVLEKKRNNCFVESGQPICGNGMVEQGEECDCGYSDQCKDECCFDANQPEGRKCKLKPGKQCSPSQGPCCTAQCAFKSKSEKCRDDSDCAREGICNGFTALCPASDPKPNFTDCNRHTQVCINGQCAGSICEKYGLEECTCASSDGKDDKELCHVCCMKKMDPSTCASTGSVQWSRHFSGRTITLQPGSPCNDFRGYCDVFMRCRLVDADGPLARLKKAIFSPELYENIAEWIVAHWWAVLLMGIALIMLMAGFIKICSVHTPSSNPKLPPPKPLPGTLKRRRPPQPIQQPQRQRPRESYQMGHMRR
HGIII-sPLA2 inh: Inhibits HGIII-sPLA2 liposome hydrolysis, primary screen. QFRET BODIPY PC-A2 liposome hydrolysis, fluorescence. inhibition, % at 12.2 µM. AID 743126. hit rate 0.56% among 370,000. Q9NZ20;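 active = inhibition above mean plus 3 SD of compounds lying within the high and low control bounds, cut at about 19% in these data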;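 also: 0% = median of test compound wells and 100% = no enzyme DMSO wells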
FXN GAA850 act: activators of GAA850 frataxin (FXN) promoter; HEK293 lucGAA850 FXN promoter luciferase reporter, 24 h; percent of 10 µM SAHA response; activation, % at 6 µM; hit rate 0.56% among 360,000;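 active = activation above the average of all compounds screened plus 3 SD, cutoff fixed separately per campaign, cut at about 7.5% in these data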;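 also: 0% = DMSO wells and 100% = 10 µM SAHA wells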
PLCb3 inh: PLC-beta3 (human) inhibition, primary screen; hit rate 0.18% among 370,000; Purified PLC-beta3, fluorogenic substrate, fluorescence; Q01970; inhibition, % at 12.2 µM; in the data active = inhibition above about 11%;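 also: 0% = median of compound wells on plate and 100% = full blocker control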
PLC-gamma1 inh: blocks human PLC-gamma1 enzyme activity. AID 720700. purified PLC-gamma1, fluorogenic substrate, fluorescence. P19174. inhibition, % at 12.2 µM. hit rate 0.84% among 370,000; in the data active = inhibition above about 9.5%
DAX1 inh-2: DAX1 (NR0B1) inhibition, primary screen | hit rate 1.1% among 370,000 | inhibition, % at 6.8 µM | HEK293T StAR-luciferase reporter, SF-1/DAX-1 repression relief | AID 652010;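 active = inhibition above the mean over all tested compounds plus 3 SD, cut at about 3.6% in these data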;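 also: 0% = DAX-1 cells with DMSO and 100% = cells lacking DAX-1 with DMSO; higher inhibition means more luminescence from relief of DAX-1 repression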
ssDAF-12 act: S. stercoralis DAF-12 activation, primary screen. HEK293 ssDAF-12/GRIP1 lit1-tk-luc reporter, luminescence; % of 3 µM dafachronic acid response. activation, % at 6.8 µM. hit rate 1% among 370,000. AID 652126;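 active = activation above the mean over all tested compounds plus 3 SD, cut at about 0.9% in these data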;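 also: 0% = DMSO-only wells and 100% = 3 µM delta7-dafachronic acid wells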
hgDAF12 agonist: hgDAF-12 agonism, primary luciferase screen; HEK293 GAL4-hgDAF12 UAS-luciferase reporter, agonist luminescence; normalized to butyrate control; activation, % at 6.8 µM; hit rate 1.8% among 370,000;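 active = activation above a cutoff set at the mean of all screened compounds plus 3 SD, cut at about 10% in these data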;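 also: 0% = DMSO wells and 100% = sodium butyrate wells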
* marks the source's active call; other numbers are inactive results; i = inactive; x = no result given.

SMILES | ADAM17 inh | DAX1 inh-1 | hcDAF-12 act | ADAM10 inh | HGIII-sPLA2 inh | FXN GAA850 act | PLCb3 inh | PLC-gamma1 inh | DAX1 inh-2 | ssDAF-12 act | hgDAF12 agonist
CCOC(=O)C1=C(CC)Nc2ccccc2N=C1NC(=O)Nc1ccc(Cl)c(Cl)c1 | 0 | -0.4 | 1.6 | 8 | -17 | -1.6 | 1 | 1 | -0.2 | -1.1 | 1.0
FC(F)(F)c1nc2nc(Cl)c(Cl)nc2n1CCCN1CCOCC1 | -286 | 0.2 | -0.3 | i | 1 | 0.5 | -295 | -233 | 0.7 | -1.3 | 1.8
CC(=O)c1cccc(NC(=S)NC2CCCCC2)c1 | -4 | -1.6 | -0.2 | 2 | 11 | -0.6 | -2 | -3 | 0.0 | -2.0 | -3.0
CCCc1cc(=O)oc2c(CN3CCCC3)c(O)ccc12 | i | 1.0 | -1.0 | i | 2 | 0.5 | i | i | -0.4 | -1.4 | -0.4
CC(C)N(C(=O)[C@H]1CC(CC(=O)NCCc2ccccn2)C(=O)N2CCc3c([nH]c4ccccc34)[C@]12C)C(C)C (some centres undefined) | 8 | 0.3 | 1.0 | 0 | 5 | -1.6 | 3 | 5 | 1.1 | -1.1 | -3.0
S=C(NCc1cccs1)Nc1ccccc1 | 1 | 2.4 | -2.4 | 1 | 6 | -0.1 | 5 | -2 | -0.5 | -1.4 | -1.2
COc1cccc(CNC(=O)CCC(=O)N2CCOCC2)c1 | -3 | 1.9 | -0.4 | -8 | 9 | -0.1 | -5 | 1 | 0.6 | -1.5 | 0.8
CN1OC[C@@H]2CN(C(=S)NCCc3ccccc3)[C@H](c3ccccc3Br)C[C@@H]21 | -2 | x | -1.1 | -1 | 1 | x | -2 | 0 | 0.8 | -1.2 | 1.7
COc1ccc(CN(C)S(=O)(=O)c2ccc3c(c2)OCCO3)cc1 | 5 | 0.1 | 2.5 | 14 | -16 | 2.1 | -2 | 12* | 0.6 | -0.8 | 2.4
CCOC(=O)C1CCCN(c2oc(-c3ccc(OC)cc3)nc2C#N)C1 (centres undefined) | -206 | 0.1 | -0.4 | i | 0 | 4.3 | -49 | -41 | 0.0 | -1.0 | 0.8
CC(C)n1ncc2c(C(=O)NCCc3ccc(S(N)(=O)=O)cc3)cc(C3CC3)nc21 | -80 | -1.5 | -0.5 | -242 | -6 | 1.3 | -123 | -126 | -0.4 | -1.1 | -0.6
CCOc1ccc(S(=O)(=O)NN)cc1 | -1 | -0.3 | 0.0 | 4 | -10 | 2.4 | -72 | 2 | -0.3 | -0.6 | 0.4

Profiles from above. Order of values: ADAM17 inh | DAX1 inh-1 | hcDAF-12 act | ADAM10 inh | HGIII-sPLA2 inh | FXN GAA850 act | PLCb3 inh | PLC-gamma1 inh | DAX1 inh-2 | ssDAF-12 act | hgDAF12 agonist
`COc1cccc(CNC(=O)CCC(=O)N2CCOCC2)c1` in the list: -3 | 1.9 | -0.4 | -8 | 9 | -0.1 | -5 | 1 | 0.6 | -1.5 | 0.8
`COc1ccc(CN(C)S(=O)(=O)c2ccc3c(c2)OCCO3)cc1` in the list: 5 | 0.1 | 2.5 | 14 | -16 | 2.1 | -2 | 12* | 0.6 | -0.8 | 2.4
`CC(C)N(C(=O)[C@H]1CC(CC(=O)NCCc2ccccn2)C(=O)N2CCc3c([nH]c4ccccc34)[C@]12C)C(C)C` (some centres undefined) in the list: 8 | 0.3 | 1.0 | 0 | 5 | -1.6 | 3 | 5 | 1.1 | -1.1 | -3.0
`CCOC(=O)C1CCCN(c2oc(-c3ccc(OC)cc3)nc2C#N)C1` (centres undefined) in the list: -206 | 0.1 | -0.4 | i | 0 | 4.3 | -49 | -41 | 0.0 | -1.0 | 0.8

More entries:
SMILES | ADAM17 inh | DAX1 inh-1 | hcDAF-12 act | ADAM10 inh | HGIII-sPLA2 inh | FXN GAA850 act | PLCb3 inh | PLC-gamma1 inh | DAX1 inh-2 | ssDAF-12 act | hgDAF12 agonist
Cc1cc(Cl)ccc1OCC(=O)Nc1ccccc1CO | 0 | -0.2 | -0.1 | 3 | -2 | 1.9 | 2 | 1 | 0.2 | -0.5 | 5.2
CC(C)c1nnc(NC(=O)CC(C)c2ccccc2)s1 (centres undefined) | 1 | 0.7 | 1.2 | 12 | -2 | 1.5 | 3 | 4 | 0.0 | -0.4 | 3.7
Cc1ccc(C)c(N2CCN(C(=O)CCCn3ncn4c(cc5occc54)c3=O)CC2)c1 | 1 | 0.1 | -1.4 | -4 | -7 | 2.4 | -15 | -2 | -0.3 | -0.6 | -2.0
O=C(c1cc(C2CC2)nn1-c1ccccc1)N1CCN(S(=O)(=O)c2c(F)cccc2F)CC1 | 2 | -0.3 | -1.9 | 6 | 2 | -0.6 | -3 | 3 | -1.5 | -1.6 | -1.9
COP(=O)(CC(=O)OC(C)(C)C)C(CC(C)C)NC(=O)OCc1ccccc1 (centres undefined) | -2 | x | -0.1 | 0 | 3 | x | 3 | -2 | -0.9 | -0.5 | -1.2
N#C/C=C1/NC(=O)c2ccccc2S1 | -10 | 0.3 | 1.7 | -13 | 5 | 2.5 | -3 | -2 | 0.3 | -1.0 | 0.1
COc1ccc(NS(=O)(=O)c2ccc(N3CC(O)=C(c4ccccc4)C3=N)cc2)cc1 | -3 | 0.1 | 0.3 | -8 | 2 | 2.4 | -1 | -2 | -0.1 | -0.3 | -1.2
Clc1ccc(OCCSc2ncccn2)c(Br)c1 | 4 | 4.4* | 6.4* | 2 | 0 | 3.7 | -1 | -4 | 5.5* | 1.8* | 21*
COCCNC(=O)c1cc(-c2ccc(OC)c(OC)c2)on1 | -3 | -0.5 | -0.2 | -5 | 0 | 2.1 | -4 | -5 | -0.1 | -1.7 | 2.2
CCN1CCN(C(=O)CSc2cc(=O)n(C)c3ccccc23)CC1 | -1 | -0.4 | 1.2 | -2 | 0 | 3.1 | 6 | 2 | 0.3 | -1.0 | -1.9
C[C@@H]1COc2cccc(N3CCSCC3)c2S(=O)(=O)N1C | 0 | x | 0.6 | 2 | 2 | x | 0 | 1 | -0.7 | -0.5 | -0.3
COc1cc(C(=O)NCc2nnc(SCC(=O)N3CCCC3)o2)cc(OC)c1OC | 4 | -0.3 | -1.9 | 2 | 8 | 2.1 | -3 | 4 | 0.0 | -1.4 | -0.3
CCCCOc1ccc(NC(=O)CN2CCN(CC)CC2)cc1 | -3 | -0.7 | -0.2 | -4 | 0 | 0.7 | -2 | -2 | -0.2 | -1.5 | 1.5
O=C1c2ccccc2C(=O)c2c(NCc3cccnc3)cccc21 | -2 | 0.0 | -0.6 | -3 | 3 | 1.4 | -4 | -3 | -0.6 | -0.7 | 4.2
O=C(COc1ccc(Br)cc1)Nc1nc(-c2cccnc2)cs1 | -10 | -1.6 | -0.7 | -15 | 6 | 0.7 | -20 | -10 | -1.0 | -0.9 | -3.3
COc1cc(C2NC(=O)NC(C)=C2C(=O)OC2CCCCC2)cc(Br)c1O (centres undefined) | 3 | -0.8 | -1.3 | 9 | -21 | 1.4 | -107 | -8 | 1.0 | -2.2 | -1.1
CCOC(=O)N1CCN(C(=O)CSc2nc3ccccc3c(=O)n2-c2ccccc2)CC1 | 4 | -1.5 | -2.3 | 6 | 5 | -1.3 | 6 | 4 | -1.1 | -2.0 | -4.9
O=C(NCCc1ccc2c(c1)OCCO2)c1ccc(F)cc1 | -1 | -0.2 | -2.4 | 0 | -2 | 2.4 | 2 | -3 | -1.0 | -2.3 | 1.8
CCS(=O)(=O)Nc1cccc(C2=NN(S(=O)(=O)c3ccccc3)C(c3ccco3)C2)c1 (centres undefined) | 0 | -0.9 | -2.2 | 5 | -22 | -0.5 | -6 | -2 | -0.2 | -2.0 | -1.8
CC(C)(C)C(=O)N(Cc1ccc(Cl)cc1)Cc1cccnc1 | 2 | 1.8 | 1.1 | -2 | 3 | 1.5 | -5 | 1 | 0.2 | -1.5 | 0.2
C[C@@H]1CCC(=O)N(CC[C@H](N=[N+]=[N-])c2ccccc2)CC1 | 7 | -0.3 | -0.6 | 11 | 12 | 0.5 | 4 | 4 | 1.3 | -1.3 | -0.5
COc1ccc(C(=O)OCC(=O)N(Cc2ccccc2)Cc2ccccc2)c(O)c1 | 2 | 1.0 | -1.6 | 6 | -11 | -0.8 | -1 | 0 | -0.6 | -0.5 | 2.5
CC(C)NC(=O)Nc1nnc([C@@H]2C[C@H](O)[C@@H](CO)O2)s1 | -2 | x | -0.2 | -4 | 2 | -0.7 | 1 | 0 | 0.5 | -0.7 | 2.7
CCN(CC(=O)Nc1ccccc1SC)Cc1nc2ccccc2c(=O)[nH]1 | -2 | 5.0* | -2.1 | 2 | 5 | 1.0 | -8 | 0 | 0.1 | -0.9 | 1.3
Cc1ccc(CSCCNC(=O)CSCc2ccc([N+](=O)[O-])cc2)cc1 | -1 | -0.5 | -0.2 | -1 | -6 | 2.5 | 0 | -1 | -0.2 | -2.0 | -1.6
Cc1ccc(-c2nc(-c3ccccc3)no2)cc1 | -5 | 2.3 | 6.8* | -4 | 4 | 3.9 | 0 | -1 | 3.9* | 0.2 | 13*
COc1ccc(OCc2cn3c(C)cc(C)nc3n2)cc1 | -6 | 0.1 | -0.2 | -3 | 1 | 4.2 | -4 | -3 | 0.7 | -1.1 | 2.2
CCOC(=O)c1cn2nc(SCc3ccccc3)nc2nc1C | -4 | 3.5 | -1.0 | 6 | -31 | 5.1 | -10 | -7 | 0.6 | -1.0 | 2.6
c1ccc(-c2nnc(OCC3CCCO3)c3ccccc23)cc1 (centres undefined) | -2 | -0.6 | -1.5 | -2 | -5 | 1.7 | 0 | 0 | -0.9 | -1.4 | -1.9
Cc1c(Cl)cccc1NC(=O)Cn1cc(C(F)(F)F)cc(Cl)c1=O | 1 | -1.1 | 4.2 | 3 | 2 | 1.4 | 1 | 0 | -0.8 | -1.6 | -2.8
O=C(CN1CCCC1)Nc1cccc(Cl)c1 | 0 | 0.2 | -0.7 | 7 | 1 | -0.9 | 6 | 3 | 0.0 | -1.2 | 0.2
CC(=O)N1c2ccc(S(=O)(=O)N3CCCC(C(=O)NC4CCCC(C)C4C)C3)cc2CC1C (centres undefined) | -3 | 0.2 | -1.1 | 5 | -4 | 0.8 | 0 | 1 | -0.3 | -1.4 | -0.9
O=C(CSc1nnc(NC(=O)c2ccco2)s1)Nc1cccc(F)c1 | 0 | 1.5 | -0.7 | -6 | -4 | 1.5 | -10 | -3 | 1.4 | -0.4 | 5.0
O=C(COC(=O)c1ccc(F)cc1F)NCCC1=CCCCC1 | -5 | 0.6 | 2.3 | -10 | 4 | 0.7 | -12 | 2 | -0.7 | -0.7 | -2.6
CCOC(=O)CNC(=O)CSc1ncnc2c1cnn2-c1ccc(C)cc1 | -6 | 0.4 | 0.1 | -1 | 10 | -1.6 | -2 | 3 | -0.2 | -1.2 | 0.7
Cc1ccc(Nc2nc(NCCO)c3ccccc3n2)cc1C | -1 | -0.4 | -1.4 | 4 | -9 | -2.3 | -10 | -4 | -1.0 | -1.0 | 1.6
CCOC(=O)c1nnc(-c2cccs2)nc1NC(C)C | 0 | -1.5 | 1.0 | 0 | 0 | 0.3 | 2 | 1 | -0.7 | -1.3 | -0.2
